b-catenin transl – modulators of beta-catenin nuclear translocation; 0.3% of 190,000 active; nuclear translocation activity, % at 5 µM; HeLa beta-catenin nuclear translocation, immunofluorescence imaging;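 active means nuclear translocation activity above 50% at 5 µM, with a well cell count of 50 or more; inconclusive means wells under 50 cells across six images, flagged as toxic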;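 further: per-cell ratio of nuclear to cytoplasmic median beta-catenin stain intensity; plate controls were DMSO negative control for no effect and GSK-3 inhibitor IX positive control for full effect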
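Test system: human HeLa cells, native beta-catenin. Compound dosing: 5 µM primary single dose, 0.1% DMSO, 0.02–20 µM confirmation series. Incubation: compound exposure 24 h at 37°C. Detection: beta-catenin immunostaining with DAPI counterstain, 20x imaging, 6 fields/well. Read-out basis: Nuclear/cytoplasmic beta-catenin signal ratio, % activation.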
Lipid droplet – modulators of hepatic lipid droplet formation | AML12 mouse hepatocytes, oleate lipid droplets, BODIPY imaging | inhibition, % at 6.5 µM | AID 1656 | 0.4% of 240,000 active;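 active means lipid droplet intensity inhibited by at least 50%, with more than 500 cells counted; inconclusive means wells with under 300 cells, treated as cytotoxic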
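Test system: AML12 hepatocytes (mouse); reagent: oleate loading, 100 µM; dosing: one dose, 6.5 µM compound; incubation: overnight exposure; signal: fluorescence imaging, 20x objective, two fields per well; read-out basis: % inhibition of corrected integrated BODIPY droplet signal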
MT stabilizer – microtubule stabilizers in HeLa cells | AID 2205 | % tubulin-high responders, % at 10 µM | HeLa tubulin immunostaining HCS, 24 h; share of cells brighter than vehicle mean+2SD | 0.83% of 200,000 active;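 active means plate Z-score above 3 for both tubulin-high and condensed-nucleus cell shares, with cell loss under 80%, at 10 µM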;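 further: anti alpha tubulin signal scored within the nucleus-defined area of each cell; some results filed as inactive read as strong as hits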
Insulin prom up – MIN6 insulin promoter up-regulation; MIN6 insulin promoter-GFP reporter, high-content imaging; active compounds read high; z-score at 5 µM; 0.3% of 190,000 active; AID 1625;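 active means z-score above 3 at 5 µM with at least 500 cells counted in the well; inconclusive means wells under 500 cells, flagged as cytotoxic or low count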
West Nile antiviral – inhibition of WNV-induced cytopathic effect – cell-based, CPE readout (AID 1621) | West Nile virus-infected cells, CPE inhibition; higher % means a stronger effect | CPE inhibition, % at 10 µM; hits with a dose series show IC50 in µM | 0.02% of 290,000 active; in the data active means a potency from the dose series; inconclusive means CPE inhibition mostly from about 3.7% at the one dose, without a potency; inactive means the rest, 99 in 100 with CPE inhibition below about 2.2%; further: strong numbers were not always called active
WT yeast gro inh – growth inhibition of WT yeast, mitochondrial fusion screen; inhibition, % at 10 µM; 2.1% of 190,000 active; mitochondrial fusion phenotypic screen, WT strain; AID 1362; in the data active means inhibition above about 58%; tested in S. cerevisiae
T cell modulator – T cell immune modulation candidate; 2C CD8+ T cell-vesicle binding, flow cytometry; active compounds read low; calls only at 7 µM; 0.068% of 330,000 active;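 active means response, share of CD8 T cells binding vesicles, and their 90th percentile fluorescence all below set limits, cut at about 80% in these data, passing the limit was not always enough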
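Assay system – 2C mouse CD8+ T cells · Also added – QL9-loaded Drosophila micro-vesicles · Timing – Cell–vesicle co-incubation 1.5 h at 37 °C, staining 20 min on ice · Signal – flow cytometry of vesicle-bound cells · Measure – percent CD8+ FL2 mean versus row control · Controls – Peptide-free naked vesicles (low) and QL9 vesicles with 0.7% DMSO vehicle (high)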
Myeloid diff 2 – compounds promoting myeloid differentiation | ER-HoxA9 myeloid progenitors, lysozyme-GFP differentiation, flow cytometry | calls only at 10 µM | 1% of 360,000 active | AID 624256;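 active means normalized GFP-positive differentiation at or above the plate's own cutoff, the solvent-only control mean plus 3 SD; inconclusive means no clear call, values can overlap the other calls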;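 further: cells exposed to compound for four days before flow analysis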
Autophagy mod – autophagy modulation, high-content screen; 0.98% of 190,000 active; MEF GFP-LC3 puncta imaging; test concentration mostly 10 µM; calls only at 10 µM (by protocol);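 active means percentage of spot-positive cells more than 3 SD above its plate mean, without a fluorescence outlier flag or 80% toxicity; inconclusive means no clear call, values can overlap the other calls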;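 further: spot-positive cell cutoff set from DMSO-treated cells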
WT yeast gro inh mutant strain – recorded beside WT yeast gro inh, whose call it bears; inhibition, %; mitochondrial fusion phenotypic screen, mutant strain inhibition
Insulin prom up cell count – second read-out of Insulin prom up, no call of its own (marks repeat the call); cell count; measured here: cytotoxicity, nuclei count;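 total cells summed across four imaged fields per well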
Lipid droplet cells 6.5 µM – further read-out of Lipid droplet, marked with its call; cell count; measured here: cell count, cytotoxicity flag;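 cells counted across two imaged fields per well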
b-catenin transl cell count 5 µM – further read-out of b-catenin transl, marked with its call; cell count; measured here: cell count, cytotoxicity flag
T cell modulator vesicle-bound % – second read-out of T cell modulator, no call of its own (marks repeat the call); double positive events, %; measured here: CD8+ vesicle-bound cell fraction;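 binding gate set so that unloaded-vesicle control wells show 10% double positive cells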
MT stabilizer Hoechst-high % – also measured in MT stabilizer; calls as there; % Hoechst-high responders; measured here: nuclear condensation Hoechst responders;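 share of cells brighter than vehicle mean plus two SD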
MT stabilizer cytotoxicity % – second read-out of MT stabilizer, no call of its own (marks repeat the call); toxicity, %; measured here: cytotoxicity by cell density;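 0% = mean cell density of plate MIN control wells and 100% = no cells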
Autophagy mod cell loss 18 h – further read-out of Autophagy mod, marked with its call; toxicity, %; measured here: cell loss, nuclei count;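 cell loss after 18 h compound exposure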
Myeloid diff 2 GFP+ MAC1+ % – further read-out of Myeloid diff 2, marked with its call; GFP+ MAC1+ double positive, %; measured here: differentiation confirmed by MAC1 staining
Numbers without * were called inactive; i = inactive; ? = inconclusive; · = no result given.

Start of the data: the first 2 compounds as a preview:
SMILES	b-catenin transl	b-catenin transl cell count 5 µM	Lipid droplet	Lipid droplet cells 6.5 µM	MT stabilizer	MT stabilizer Hoechst-high %	MT stabilizer cytotoxicity %	Insulin prom up	Insulin prom up cell count	West Nile antiviral	WT yeast gro inh	WT yeast gro inh mutant strain	T cell modulator	T cell modulator vesicle-bound %	Myeloid diff 2	Myeloid diff 2 GFP+ MAC1+ %	Autophagy mod	Autophagy mod cell loss 18 h
CC(NC(=O)CCSc1nc(-c2ccco2)cc(C(F)(F)F)n1)c1ccccc1 (stereo unspecified)	-2.8	1404	·	·	2.3	1.3	4.5	-0.76	1292	0.9%	24	20	i	42	i	1.5	i	-2
CCOCCCNC(=O)c1ccccc1OC1CCN(S(C)(=O)=O)CC1	-1.2	1089	-2	732	2.7	1.7	11	-0.79	1427	0.2%	-8	-7	i	46	i	0.8	i	-11

This part in full (from the top)
SMILES	b-catenin transl	b-catenin transl cell count 5 µM	Lipid droplet	Lipid droplet cells 6.5 µM	MT stabilizer	MT stabilizer Hoechst-high %	MT stabilizer cytotoxicity %	Insulin prom up	Insulin prom up cell count	West Nile antiviral	WT yeast gro inh	WT yeast gro inh mutant strain	T cell modulator	T cell modulator vesicle-bound %	Myeloid diff 2	Myeloid diff 2 GFP+ MAC1+ %	Autophagy mod	Autophagy mod cell loss 18 h
CC(NC(=O)CCSc1nc(-c2ccco2)cc(C(F)(F)F)n1)c1ccccc1 (stereo unspecified)	-2.8	1404	·	·	2.3	1.3	4.5	-0.76	1292	0.9%	24	20	i	42	i	1.5	i	-2
CCOCCCNC(=O)c1ccccc1OC1CCN(S(C)(=O)=O)CC1	-1.2	1089	-2	732	2.7	1.7	11	-0.79	1427	0.2%	-8	-7	i	46	i	0.8	i	-11
O=C(Nc1cccs1)Nc1c(F)cc(F)cc1Br	·	·	-4	615	1.2	3.4	6.8	0.79	1301	-0.3%	5	13	i	44	i	0.7	i	-24
COc1cccc2c(=O)c(C(=O)NCc3cccs3)c[nH]c12	2.2	1225	·	·	4.6	3.2	8.8	1.5	1365	-0.5%	4	11	i	16	i	1.0	i	-2
ClC1=C(Cl)C(Cl)=C(Cl)C1=C/C=C/c1ccccc1	0.6	1176	40	302	·	·	·	-1.6	621	-1.4%	·	·	i	15	?	·	·	·
CCOc1ccc(C(=S)NC2CCCCC2)cc1	-1.5	1351	·	·	0.6	1.3	7.6	0.39	1314	-0.1%	14	-28	i	28	i	0.6	i	-7
COc1ccc(N2CC(C(=O)OCC(=O)c3ccccc3)CC2=O)cc1 (stereo unspecified)	-1.9	949	·	·	2.0	1.6	2.0	0.35	1491	-0.1%	-7	1	i	43	i	0.8	i	7
O=C(CCc1nc2ccccc2c(=O)[nH]1)NC1CCN(Cc2ccccc2)CC1	-6.1	1034	·	·	4.6	2.3	7.8	-0.23	1116	1.3%	2	-4	i	9	i	0.5	i	-6
Cn1c(SCc2nc3ccccc3[nH]2)nnc1-c1cccs1	1.6	686	·	·	6.0	5.0	7.2	-1	764	-0.5%	3	18	·	·	i	5.3	i	13
CCN(CC)S(=O)(=O)c1ccc(/C=C/C(=O)OCC(=O)Nc2cccc3ccccc23)cc1	-0.2	1117	-6	666	4.8	2.3	9.9	1	1571	-0.2%	-2	-1	i	37	i	0.1	i	-14
O=C(NNC(=O)c1c(F)cccc1F)c1ccccc1-n1cccc1	-2.6	1094	0	696	4.2	2.3	6.7	-0.5	1214	-0.3%	-16	11	i	32	i	0.9	i	-8
NC(N)=N/N=C/c1ccc(OCc2ccccc2)cc1	17	1225	·	·	18	9.9	29	-0.4	575	-2.1%	19	9	i	17	i	6.6	i	6
Cc1c(NC(=O)c2cccc(S(=O)(=O)N3CCOCC3)c2)c(=O)n(-c2ccccc2)n1C	-0.6	1182	·	·	5.1	2.3	7.7	2.4	962	0.5%	4	-2	i	12	i	4.7	i	-6
Cc1cc(C)c(NS(=O)(=O)c2ccc(Cl)c(C(=O)O)c2)c(C)c1	·	·	15	741	2.5	1.0	3.3	-0.22	912	0.6%	-2	4	i	23	i	1.0	i	-12
O=S(=O)(c1ccc(C2CCCCC2)cc1)N1CCN(c2ncccn2)CC1	-1.0	1034	-3	753	2.1	1.5	6.3	-0.53	1210	-0.4%	24	-10	i	3	i	1.3	i	6
CCc1nn(-c2ccccc2)c2c1-c1cc(OC)c(OC)cc1C1(N2)C(=O)Nc2ccccc21 (stereo unspecified)	·	·	5	799	1.9	1.1	9.0	-0.58	957	·	17	10	i	59	i	0.6	i	1
Cc1[nH]c2ccc(C(=O)NCCN3CCCCCC3)cc2c1C	·	·	-10	725	·	·	·	·	·	-0.2%	·	·	i	37	i	4.6	·	·
O=C(OCC(=O)N(CCc1ccccc1)Cc1ccccc1)c1ccccc1NCCO	·	·	-14	818	·	·	·	·	·	-0.3%	·	·	i	51	i	0.9	·	·
COC(=O)c1cc(/C=C/c2ccccc2)on1	-1.2	1356	·	·	2.7	1.5	8.0	-0.93	1537	0.6%	29	5	i	56	i	0.9	i	0
CC(NCC(O)COCc1ccc(Cl)cc1)c1ccccc1 (stereo unspecified)	·	·	4	705	1.5	1.9	3.9	-0.9	1209	-1.3%	20	-4	i	37	i	0.3	i	0
CCN(CC)S(=O)(=O)c1ccc(C(=O)N2CCN(CCN3C(=O)c4cccc5cccc(c45)C3=O)CC2)cc1	-2.8	937	4	752	2.3	3.0	2.7	-0.45	1620	-0.6%	-11	7	i	26	·	·	i	3
O=C(CN1C(=O)c2ccccc2C1=O)Nc1ccc2c(c1)OCO2	-0.9	1052	-1	754	3.8	2.3	6.8	-1	1288	1.2%	18	0	i	16	i	2.7	i	15
CCC(=O)Nc1ccc2c(c1)nc1n2CCN(C2CCCCC2)C1	0.1	1598	-8	650	·	·	·	·	·	-0.4%	-12	-14	i	55	i	0.0	i	-13
O=C1OC(c2ccccc2)=C/C1=C/c1cccs1	-2.5	562	42	616	2.1	3.2	4.5	0.14	1324	1.4%	19	18	i	15	i	0.3	i	-1
Cc1ccc(S(=O)(=O)NCCCCC(NC(=O)OC(C)(C)C)C(=O)O)cc1 (stereo unspecified) (tested in a mixture with another compound)	5.8	559	-13	737	3.5	2.5	1.8	·	·	0.9%	-17	8	i	49	i	1.2	i	-3
CCOC(=O)N1CCN(Cc2nc3c(c(=O)n(C)c(=O)n3C)n2CCCc2ccccc2)CC1	-1.9	1146	3	755	3.5	2.5	12	-0.44	1142	-0.6%	13	13	i	56	i	2.3	i	1
CCCN1C(=O)c2cc(C(=O)Nc3cccc(C(C)=O)c3)ccc2C1Nc1cccc(C(C)=O)c1 (stereo unspecified)	0.5	1376	40	726	·	·	·	0.03	1220	2.8%	·	·	i	24	i	0.3	·	·
CCN(CC)c1ccc(/C=c2/sc3nnc(-c4ccccc4C)n3c2=O)cc1	·	·	-24	765	3.1	1.9	3.3	3	959	0.3%	8	17	i	5	i	1.8	i	-4
CC(=O)c1nc2ccccc2n1CCc1ccccc1	-2.5	1040	-32	592	5.1	1.7	7.1	-0.31	1649	-0.3%	11	2	i	48	i	0.9	i	12
NNC(=O)c1ccc2c(c1)S(=O)(=O)NNC2=O	-4.8	1086	11	657	1.4	2.1	3.8	-0.17	1257	0.0%	2	0	i	9	i	0.2	i	3
CCOc1ccc(C2=NNC(c3cccs3)=Nc3ccc(OCC)cc32)cc1	-0.3	1232	23	804	1.8	2.1	5.8	-0.3	829	·	-8	-9	i	39	·	·	i	28
Cc1ccc(CN2C(=O)CCC2C(=O)NC2CC2)cc1 (stereo unspecified)	2.0	1345	·	·	2.1	0.5	3.6	1.1	1327	0.2%	-18	-5	i	35	i	2.6	i	-52
CC(=O)Nc1ccc(NC(C)=O)s1	-6.7	1244	2	766	3.1	2.2	6.8	-0.14	1226	0.0%	2	9	i	49	i	0.5	i	23
COc1ccc(Cl)cc1NC(=O)CN(C)CC(=O)Nc1ccccc1N1CCOCC1	86*	359*	?	·	22*	52*	65*	-0.1	880	-0.5%	17	-2	i	30	i	1.6	i	50
CC(Sc1nnc2c(n1)C1(C)CCC2C1(C)C)C(=O)Nc1ccccc1 (stereo unspecified)	·	·	·	·	1.3	1.9	10	·	·	-0.7%	19	18	i	38	i	3.0	i	1
Cc1ccc(N=Nc2c(=O)[nH]n3c(C)cc(C)nc23)cc1	·	·	·	·	2.2	1.8	6.6	·	·	0.5%	0	-4	i	14	i	0.6	i	-17
CC(=O)C1=C(O)C(=O)OC1c1ccc(Cl)cc1 (stereo unspecified)	-0.3	1278	-3	711	·	·	·	-0.57	1006	0.0%	·	·	i	8	i	1.0	·	·
O=C(CSc1cccc2cccnc12)N/N=C/c1ccncc1	-0.9	1064	-2	790	2.2	2.7	6.5	0.13	1247	-0.1%	0	-7	i	17	i	0.4	i	5
O=C(NCc1cccnc1)C1CC(c2ccc(Cl)c(Cl)c2)=NO1 (stereo unspecified)	·	·	-2	805	·	·	·	·	·	0.2%	·	·	i	65	i	0.1	·	·
Cc1cccc(Nc2nnc(SCC(=O)NCc3cccs3)s2)c1	0.2	1514	5	604	2.7	1.6	6.5	0.35	1492	-0.4%	12	15	i	15	i	0.6	i	-21
COc1ccc(NC(=O)c2cc3ccccc3[nH]2)cc1	·	·	-8	806	·	·	·	·	·	0.3%	·	·	i	31	i	0.2	·	·
COc1ccc(Cn2cc(F)c(=O)n(C)c2=O)cc1[N+](=O)[O-]	1.2	1303	-6	722	·	·	·	-0.01	883	0.5%	·	·	i	39	i	0.6	·	·
